Screens deposited in PubChem BioAssay by Broad Institute.
DENV2 CPE rescue: protects cells from dengue virus 2 cytopathic effect. DENV2-infected cells, cytopathic effect rescue, plate reader. CPE inhibition, % at 9.99 µM. hit rate 1.7% among 350,000; in the data active = CPE inhibition above about 20%, passing the limit was not always enough; tested in BHK-21 cells;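 note: 0% = median of neutral control wells and 100% = median of positive control wells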
ERp5 inh: ERp5 (human) disulfide isomerase inhibition | Q15084 | ERp5 insulin aggregation, absorbance 650 nm, 90 min | inhibition, % at 9.99 µM | AID 651711 | hit rate 0.05% among 350,000;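 active = mean replicate inhibition above about 25%, with every replicate also reaching it, limit read from the data, passing the limit was not always enough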
Target sequence (Q15084 whole entry, looked up): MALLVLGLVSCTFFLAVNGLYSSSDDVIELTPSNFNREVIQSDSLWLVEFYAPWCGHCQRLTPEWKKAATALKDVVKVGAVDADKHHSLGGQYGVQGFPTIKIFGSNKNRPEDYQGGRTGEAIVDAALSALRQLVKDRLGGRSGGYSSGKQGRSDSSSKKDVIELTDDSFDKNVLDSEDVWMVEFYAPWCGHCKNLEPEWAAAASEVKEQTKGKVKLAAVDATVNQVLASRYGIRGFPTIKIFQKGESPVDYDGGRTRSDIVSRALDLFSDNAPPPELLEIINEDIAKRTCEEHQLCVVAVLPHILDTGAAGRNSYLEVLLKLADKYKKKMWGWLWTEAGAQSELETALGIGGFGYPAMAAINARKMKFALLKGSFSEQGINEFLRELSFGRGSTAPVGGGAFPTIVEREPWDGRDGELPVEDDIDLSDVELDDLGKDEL
EWS-Fli inh: inhibitors of EWS/Fli oncoprotein transcriptional activity; A673 NR0B1-luciferase reporter, viability-normalised; inhibition, % at 12.6 µM; hit rate 0.67% among 350,000; AID 651661;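 active = mean inhibition of at least 50% after viability correction, with every replicate also passing that limit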;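 note: firefly luciferase signal divided by Alamar Blue viability fluorescence both relative to DMSO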
CFTR F508del cor: CFTR F508del correction in bronchial cells | hit rate 0.36% among 350,000 | activity (quench increase), % at 7.58 µM | CFBE cells, YFP halide quenching; stimulated with forskolin plus potentiator P3; % fluorescence drop versus neutral controls;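 active = mean added fluorescence quench of at least 8% versus neutral control, with both replicates also reaching 8%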;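 note: cells transiently co-express mutant CFTR-F508del with the halide-sensitive YFP; corrector assay measuring rescue of mutant channel to the surface after 24 h compound exposure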
ARNT TACC3 PPI: ARNT/TACC3 interaction disruption; AID 623870; inhibition, % at 9.99 µM; AlphaScreen His-ARNT PAS-B/GST-TACC3 binding, luminescence; TACC3 fragment carries E629A point mutation; hit rate 0.66% among 390,000;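 active = mean inhibition of replicates at least 50% and at least half of replicates each reaching 50%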;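 note: 0% = complete ARNT plus TACC3 wells and 100% = ARNT alone without TACC3; many hits fall short of the cut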
Xi reactivation: activators of X-chromosome reactivation in mouse fibroblasts. XiGFP mouse fibroblasts, % GFP-positive cells imaging, 3 d; cells co-treated with 5-aza-dC sensitizer; scaled so ellipticine positive control = 100%. activation, % at 7.58 µM. hit rate 0.055% among 360,000. AID 743238;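 active = mean normalized replicate activation at least 10% and every replicate at or above 10%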;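 note: 0% = median of on-plate neutral control wells and 100% = ellipticine 6 µM median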
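Material: XiGFP fibroblasts, SV40-immortalized. Buffer or medium: DMEM plus 5-aza-dC sensitizer. Compound: single concentration per compound, delivered by pin transfer. Times: 3 days compound exposure. Controls: ellipticine 6 µM.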
INS-1E GSIS act: GLuc luminescence reporter in INS-1E cells, primary screen for activators of glucose-dependent secretion of insulin; AID 743287; INS-1E GLuc reporter insulin secretion, 2-3 h; hit rate 0.61% among 370,000; activation, % at 16.6 µM;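 active = lowest replicate activation of at least 40%, so every replicate reaches that level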;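 note: 0% = median of neutral control wells and 100% = median of IBMX positive control wells; some compounds called inactive have numbers as strong as hits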
PAX8 inh HTS: inhibitors of PAX8 transcriptional activity in RMG-I cells; RMG-I TPO-luciferase reporter, SteadyGlo, 24 h; inhibition, % at 12.6 µM; hit rate 1.2% among 360,000; AID 652154;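 active = mean replicate inhibition at least 60% with every replicate also reaching 60%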;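 note: luciferase light reporting Pax8 driven TPO promoter activity; plate controls were median of neutral control wells for no effect and mitoxantrone controls for full effect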
Starred values were filed as active, the others as inactive; / = not tested or not shown; & = joins results of further samples. Compounds were not picked by outcome; overall some 4.2% were active at least once.

SMILES | DENV2 CPE rescue | ERp5 inh | EWS-Fli inh | CFTR F508del cor | ARNT TACC3 PPI | Xi reactivation | INS-1E GSIS act | PAX8 inh HTS
N#C[C@@H]1[C@H](c2ccc(-c3ccccc3F)cc2)[C@@H](CO)N1C(=O)C1CC1 | 37.1* | 3.3 | -2.1 | 6.3 | 7.3 | -0.1 | -2.3 | -8.4
CCn1c(SCC(=O)NCc2ccc3c(c2)OCO3)nnc1-c1ccncc1 | 6.4 | 0.4 | -2.1 | -0.8 | -11.4 | 0.0 | -0.1 | -3.4
Cc1cc(O)cc2c1C1CCC3(C)C(=O)CCC3C1C=C2 (stereo not drawn) | 9.6 | 2.3 | 2.6 | 8.3* | -10.4 | 0.4 | -9.1 | -19.3
N#CCc1nc2ccccc2c(=O)[nH]1 | 4.7 | -2.4 | 1.0 | 0.8 | -1.1 | 0.0 | 7.3 | -4.1
CCC(CC)COC(=O)C1=C(C)NC(=O)NC1c1ccc2c(c1)OCO2 (stereo not drawn) | 0.6 | -1.5 | 14.0 | -0.5 | 2.2 | 0.0 | -30.6 | 28.5
CC(C)CC1C(=O)N(Cc2cn(CC3CCCCC3)nn2)CCS(=O)(=O)N1Cc1ccc(-c2ccncc2)cc1 (stereo not drawn) | -6.9 | -3.6 | -4.1 | -3.2 | / | 0.2 | -8.3 | -9.5
CC(=O)N1c2ccc(S(=O)(=O)N3CCC(C(=O)Nc4cccc(C)c4)CC3)cc2CC1C (stereo not drawn) | 4.7 | -7.2 | 9.9 | 3.7 | 5.6 | 0.0 | -20.2 | 12.2
O=C(C[C@H]1CC[C@@H](NC(=O)Nc2cc(F)ccc2F)[C@@H](CO)O1)NCc1ccccn1 | -14.6 | 0.3 | -3.9 | 0.9 | -17.1 | 0.1 | -0.3 | -5.9
COc1ccccc1CNC(=O)Cn1nc(C)c([N+](=O)[O-])c1C | -6.2 | 19.4 | 1.1 | -2.1 | -0.3 | 1.1 | 1.7 | 12.6
COc1cc(-c2nc(-c3ccc(Br)o3)no2)cc(OC)c1OC | -9.4 | -6.4 | -24.2 | 1.3 | -13.8 | 0.0 | / | 1.4
O=C(CCc1ccc(O)cc1)NNC(=S)NCCc1ccccc1 | -1.2 | 5.0 | -2.1 | -1.6 | 0.4 | 0.0 | / | 6.1
CC(c1c(O)c2ccccc2[nH]c1=O)C1(C)CCC(O)C(C)(C)O1 (stereo not drawn) | -1.5 | 6.3 | 1.9 | -1.0 | 2.8 | / | -1.2 | /
CCN(c1ccccc1)S(=O)(=O)c1ccc(Cl)c(NC(=O)CN(C)C2CCN(C)CC2)c1 | -3.2 | 7.1 | 18.8 | -2.7 | -3.1 | 0.2 | / | 3.7
COc1ccc2ccccc2c1CN1CCN(c2ncc(Cc3ccccc3)cn2)CC1 | -0.4 | 9.6 | -35.0 | -3.3 | / | 0.0 | / | -5.0
Cc1ccc2nc(COC(=O)c3cccnc3Cl)cc(=O)n2c1 | -12.4 | -4.9 | -1.0 | -2.9 | / | 0.2 | / | 1.6

One compound at a time (already shown).
COc1ccccc1CNC(=O)Cn1nc(C)c([N+](=O)[O-])c1C is listed as DENV2 CPE rescue: -6.2; ERp5 inh: 19.4; EWS-Fli inh: 1.1; CFTR F508del cor: -2.1; ARNT TACC3 PPI: -0.3; Xi reactivation: 1.1; INS-1E GSIS act: 1.7; PAX8 inh HTS: 12.6
Cc1ccc2nc(COC(=O)c3cccnc3Cl)cc(=O)n2c1 is listed as DENV2 CPE rescue: -12.4; ERp5 inh: -4.9; EWS-Fli inh: -1.0; CFTR F508del cor: -2.9; ARNT TACC3 PPI: /; Xi reactivation: 0.2; INS-1E GSIS act: /; PAX8 inh HTS: 1.6

Next entries follow.
SMILES | DENV2 CPE rescue | ERp5 inh | EWS-Fli inh | CFTR F508del cor | ARNT TACC3 PPI | Xi reactivation | INS-1E GSIS act | PAX8 inh HTS
COCC(=O)N1C[C@H]2[C@@H](c3ccccc31)[C@H](CO)N2C(=O)c1ccccc1F | -6.7 | 7.3 | -1.2 | -0.4 | 2.2 | -0.1 | 1.2 | 10.8
COc1ccccc1N1C(=O)C2CCC(c3ccccc3)CC2C1=O (stereo not drawn) | 23.3* | 3.1 | 1.4 | 0.0 | -7.6 | 0.0 | -16.4 | 27.9
COc1ccc(CNC(=O)CCC(=O)N2CCN(S(=O)(=O)c3ccc(Cl)cc3)CC2)cc1 | / | 3.3 | -3.0 | -1.1 | 1.0 | 0.1 | 15.3 | 9.1
O=C(NNC(=S)NC(=O)c1cccc([N+](=O)[O-])c1)c1ccc(Br)cc1 | 8.9 | -3.4 | 18.9 | -0.6 | 20.3 | 0.0 | / | 3.4
C[C@@]12C(=O)N(Cc3ccccc3)CC(=O)N1[C@H]1c3cc(Cl)ccc3OC[C@@H]1[C@@H]2c1ccccc1 | -8.7 | -8.0 | 15.3 | -3.2 | -11.9 | 0.0 | -22.5 | 0.6
CCn1nc(C)c(/C=N\NC(=O)c2cccc(OC)c2)c1C | 0.7 | 23.3 | -7.1 | 1.9 | -11.4 | 0.1 | 1.9 | -17.7
O=C(c1ccncc1)N1CC2(C1)[C@H](c1ccccc1)[C@@H](CO)N2Cc1ccccn1 | 3.9 | -1.2 | 7.1 | -1.4 | / | 0.0 | -6.4 | -1.9
Cc1[nH]c2ccccc2c1C(=O)C(=O)N1CCN(c2ccccc2F)CC1 | 6.8 | 1.8 | / | -2.3 | 5.5 | 0.1 | -15.4 | 13.7
Cc1cccc(S(=O)(=O)NC(=O)C2(C)CCN2C(=O)Cc2ccc(-c3ccccc3)cc2)c1 (stereo not drawn) | 5.6 | -3.3 | 4.6 | -2.3 | / | 0.0 | 7.7 | 14.1
O=c1cc(Br)c(O)c(Br)cc1Br | 12.8 | -2.0 | -4.9 | -4.1 | 8.5 | 0.0 | 15.4 | 7.9
COc1cccc(C#Cc2ccc3c(c2)O[C@H](CN(C)C)[C@H](C)CN([C@H](C)CO)S3(=O)=O)c1 | -4.1 | -1.4 | 27.2 | -1.2 | 8.8 | 3.9 | 3.2 | 1.2
COc1cccc(-c2cc3nc(NCCN4CCCC4)n(C)c(=O)c3s2)c1 | -6.4 | 14.0 | -23.3 | 3.6 | / | 0.1 | -4.1 | -11.8
O=C(NN1C(=O)c2ccccc2C1=O)C1C2CCCCC21 (stereo not drawn) | 1.1 | 16.1 | 4.7 | -2.8 | 1.3 | 0.0 | -12.5 | -7.1
CCOC(=O)CN1C(=O)N[C@@H](CCc2ccccc2)C(C(C)=O)=C1C | -2.1 | -3.1 | -6.2 | -1.2 | / | 0.2 | -5.8 | -15.8
C[C@@H]1CN([C@H](C)CO)C(=O)c2cc(C#CCN(C)C)cnc2O[C@H]1CN(C)S(C)(=O)=O | 5.4 | 8.8 | -0.9 | -1.0 | -10.5 | -1.1 | 14.9 | /
CC(NO)/C(=N\O)c1cccs1 (stereo not drawn) | 1.7 | 3.1 | -2.3 | 0.3 | 3.0 | / | 1.4 | /
COc1ccc(S(=O)(=O)NC2CCN(Cc3ccccc3)CC2)cc1NC(C)=O | 9.4 | -0.2 | 2.3 | -1.1 | / | 0.0 | 2.5 | 8.8
Cc1cc(-c2ccccc2)nc(N(C)N)c1S(C)(=O)=O | -3.5 | 2.6 | 6.1 | -0.8 | -9.1 | -0.1 | 13.4 | 4.3
O=C1NC[C@@H](CCCCN2CCN(Cc3ccccc3)C(=O)C2=O)N(CC2CCCCC2)C1=O | -6.1 | -8.7 | 1.0 | -0.8 | / | 1.4 | / | 0.0
CO[C@@H]1CN(C)C(=O)c2cc(NC(=O)Nc3cc(F)ccc3F)ccc2OC[C@@H](C)N(C)C[C@@H]1C | -8.4 | -13.6 | 1.4 | -0.6 | 17.7 | 0.2 | -15.4 | /
CCOC(=O)c1ccccc1NC(=O)c1cc2ccccc2o1 | -0.2 | 6.3 | -191.4 | -0.1 | -3.2 | 0.0 | -3.0 | -3.5
Cc1ccc(S(=O)(=O)N[C@H]2CCC[C@@H]2O)cc1 | 5.4 | -0.1 | -0.6 | -0.7 | / | -0.1 | 8.0 | 0.7
CCc1ccc(/C([O-])=C(/C(=S)NCCN2CCOCC2)[n+]2ccccc2)cc1 | 0.4 | 0.1 | 6.9 | 1.0 | 2.8 | 0.0 | 7.1 | 7.1
Cc1ccccc1OCC(=O)N/N=C1\CC(=O)CC(C)(C)C1 | 12.0 | -8.4 | 8.6 | -1.9 | 6.6 | 0.0 | -3.3 | 7.8
O=[N+]([O-])c1cccc(-c2nnc(C3CC3)o2)c1 | 0.3 | 1.5 | 9.5 | -1.1 | -64.8 | 0.4 | 0.8 | -22.4
CC(=O)N(C)C[C@H]1OCc2ccccc2-c2c(n(C)c3ccccc23)C(=O)N([C@H](C)CO)C[C@@H]1C | -5.7 | -3.2 | -3.9 | 0.9 | -9.8 | 0.1 | 6.0 | /
C[C@@H]1CCCCO[C@@H](CN(C)Cc2ccncc2)[C@H](C)CN([C@H](C)CO)C(=O)c2cc(NC(=O)Nc3ccc4c(c3)OCO4)ccc2O1 | -8.8 | -0.5 | 7.9 | 3.7 | 3.7 | 0.0 | -11.2 | -19.0
COc1ccccc1C#Cc1ccc2c(=O)c3ccccc3n(C)c2c1 | -12.1 | -0.6 | -9.6 | 1.1 | -6.3 | 0.1 | 7.0 | -27.0
Cc1cc2c(ncn2C(C)C)c(NS(=O)(=O)c2ccc(F)cc2)c1C | -1.4 | 2.1 | -4.9 | 0.8 | 0.4 | 0.2 | 12.0 | 0.9
O=C(NNS(=O)(=O)c1ccc(F)cc1)c1cnn(-c2ccccc2)c1C(F)(F)F | -0.2 | -8.1 | -9.0 | 0.9 | -2.8 | 0.2 | -0.7 | 0.4
O=C(NNS(=O)(=O)c1ccc2ccccc2c1)NC1CCCCC1 | / | / | / | / | -3.7 | -0.1 | 0.7 | 13.2
Cc1ccc(S(=O)(=O)N[C@H]2CC[C@H](CCn3cc(-c4cccnc4)nn3)O[C@@H]2CO)cc1 | 4.9 | -6.8 | -3.6 | -0.2 | 0.5 | -0.2 | 1.7 | -14.3
CCC(=O)N1C[C@H](C)[C@H](OC)CN(C)C(=O)c2ccc(NC(=O)Nc3cccc(F)c3)cc2OC[C@@H]1C | -4.9 | 0.0 | -6.5 | 1.7 | -0.1 | 0.7 | -2.9 | /
CN(Cc1ccccc1)C(=O)c1nc2ccccn2c1CNCCCOc1cccnc1 | 2.2 | -1.4 | -1.8 | -0.3 | 5.5 | 1.3 | -14.7 | -18.5
C[C@@H]1CN([C@H](C)CO)C(=O)c2cccc(NC(=O)C3CCCCC3)c2O[C@@H]1CN(C)Cc1ccc(-c2ccccc2)cc1 | / | / | 15.6 | 3.7 | / | 5.4 | -19.5 | /
COc1ccc(C2C3=C(CCCC3=O)Nc3ccc4ncccc4c32)cc1OC (stereo not drawn) | -5.1 | -0.4 | -14.2 | 3.6 | 6.2 | -0.1 | -0.5 | -50.5
CCc1c(-c2ccc(Br)cc2)ncn1Cc1cccc(-c2ccccc2)c1 | 12.1 | -1.5 | 15.0 | 3.3 | / | -0.1 | -61.8 | 23.0
Cc1ccc(S(=O)(=O)Nc2cccc3c2O[C@H](CN(C)C(=O)Nc2ccc(C(F)(F)F)cc2)[C@@H](C)CN([C@H](C)CO)C3=O)cc1 | 2.4 | -2.9 | -1.1 | -4.3 | 4.8 | 0.4&-0.1 | -17.8&-8.9 | 12.9
O=C1NC[C@@H](CCCCN2C[C@H](Cc3ccc(O)cc3)N(CCc3ccc(O)cc3)C(=O)C2=O)N(CC2CCCCC2)C1=O | -2.7 | 2.2 | 5.3 | -0.4 | / | 0.5 | -35.9 | 0.1
COc1ccccc1NS(=O)(=O)c1ccc(C(=O)NCC(c2ccccc2OC)N(C)C)cc1 (stereo not drawn) | 4.5 | 6.8 | -4.1 | -1.4 | 4.1 | 0.0 | -4.8 | 12.6
